BAZ2B inh – inhibitors of human BAZ2B bromodomain; Q9UIF8; Potency, µM (top dose mostly 114 µM), for the others: at the top dose activity change, negative = inhibition, hits mostly inhibitors; AlphaScreen BAZ2B-H3K14Ac peptide displacement; AID 504333; actives 4.4% (n = 360,000); further: potency means the concentration at half of the fitted maximal effect; on the % scale 0 is the no-effect control and ±100 the full control effect; nearly all actives have a fitted effect of over 60% in size
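Multi-concentration screen (max 110 uM) measuring displacement of acetylated histone H3 peptide from BAZ2B by AlphaScreen, using 50 nM protein, 50 nM peptide and 10 ug/mL streptavidin donor plus Ni-chelate acceptor beads.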
ERG-DNA inh – blocks human ERG Ets domain binding to DNA; actives 0.028% (n = 370,000); P11308; Potency, µM (doses to about 76.9 µM), inactives show at the top dose FP activity, negative = inhibition, usual class: inhibitors; fluorescence polarization, His-ERG Ets domain / labelled DNA; active means well fitted inhibition curve with a large enough effect in the polarisation, with a control signal flat; inconclusive means small, poorly fitted or top-dose-only effect, or effect the other way, or a change in a side signal; inactive means no such curve, though single readings can be large or run the other way; the % refers to the polarisation;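 further: polarization taken with two DNA probes labelled with fluorescein and Texas red; potency means the concentration at half of the fitted maximal effect; % of control where 0% means no effect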
Target sequence (P11308 whole entry, looked up, the tested form may be a part): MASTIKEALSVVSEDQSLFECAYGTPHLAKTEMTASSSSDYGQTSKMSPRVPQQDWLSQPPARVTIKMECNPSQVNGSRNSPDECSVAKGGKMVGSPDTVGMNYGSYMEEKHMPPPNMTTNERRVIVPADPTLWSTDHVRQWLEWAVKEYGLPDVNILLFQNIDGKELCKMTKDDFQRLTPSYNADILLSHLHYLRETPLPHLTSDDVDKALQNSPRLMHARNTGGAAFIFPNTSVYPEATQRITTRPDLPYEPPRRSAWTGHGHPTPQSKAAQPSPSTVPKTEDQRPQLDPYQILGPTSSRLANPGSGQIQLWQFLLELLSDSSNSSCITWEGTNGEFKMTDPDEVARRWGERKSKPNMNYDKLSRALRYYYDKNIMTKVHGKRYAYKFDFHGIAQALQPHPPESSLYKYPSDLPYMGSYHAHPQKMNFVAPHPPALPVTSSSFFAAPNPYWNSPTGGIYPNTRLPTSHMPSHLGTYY
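His-tagged ERG Ets domain (1 uM in the protein solution; 300mM KCl, 50mM Tris-HCl, 1mM EDTA, 1mM DTT, pH 7.5) received compound, then a probe mix of 5 nM fluorescein-DNA and 100nM Texas-615-DNA. Fluorescence polarization was read for both dyes.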
RGS4 inh – blocks human RGS4-accelerated GTP hydrolysis. Transcreener GDP fluorescence polarization, RGS4-accelerated GTP hydrolysis. actives 0.039% (n = 390,000). P49798. Potency, µM (highest dose often 114 µM), for the others: at the highest dose activity change, negative = inhibition, most hits filed as inhibitors; further: potency means the concentration at half of the fitted maximal effect; on the % scale 0 is the no-effect control and ±100 the full control effect; nearly all actives have a fitted effect of over 75% in size; some results filed as inactive show a strong effect at the top dose
Target sequence (P49798 whole entry, looked up): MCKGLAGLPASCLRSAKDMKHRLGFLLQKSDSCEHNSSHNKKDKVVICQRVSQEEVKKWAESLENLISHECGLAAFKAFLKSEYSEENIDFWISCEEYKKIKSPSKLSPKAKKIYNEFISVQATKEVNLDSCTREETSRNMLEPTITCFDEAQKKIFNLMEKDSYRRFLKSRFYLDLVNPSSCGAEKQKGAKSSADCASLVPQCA
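MLSMR compounds (23 nl, pin-transferred) preincubated 10 min at room temperature with a 500nM (2x) first reagent, then RGS4 at 900nM (2x) plus Transcreener GDP mix added; fluorescence polarization (620/688 nm) read before and after 90 min at 30 °C.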
GLS inh – glutaminase GLS (human) inhibition | O94925 | GLS enzymatic activity, qHTS titration | Potency, µM (highest dose often 45.5 µM), for the others: at the highest dose activity change, negative = inhibition, hits mostly inhibitors | actives 0.21% (n = 410,000) | AID 624170; further: potency means the concentration at half of the fitted maximal effect; on the % scale 0 is the no-effect control and ±100 the full control effect
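Two-point fluorescence kinetic (t0, 30 min RT) for hKGA; glutamate detected via glutamate oxidase–HRP–Amplex Red. Substrate: 1 mM L-glutamine solution; buffer 45 mM KH2PO4, pH 8.2.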
ALOX12 inh – blocks human arachidonate 12S-lipoxygenase | purified 12hLO, xylenol orange hydroperoxide absorbance | Potency, µM (doses to about 108 µM), inactives show at the highest dose activity change, negative = inhibition, usual class: inhibitors | actives 1.1% (n = 580,000); further: potency means the concentration at half of the fitted maximal effect; on the % scale 0 is the no-effect control and ±100 the full control effect
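Purified human 12hLO (150 nM final) in 25 mM Hepes, 0.01% Triton X-100, pH 7.0 was preincubated 15 min at room temperature with compound. Then 40 uM arachidonic acid was added, 30 min. Hydroperoxide was read by Fe-XO absorbance ratio 573/405 nm.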
G9a inh – G9a (human) methyltransferase inhibition; Q96KQ7; G9a H3K9 monomethylation, AlphaScreen, 2 h; Potency, µM (titrated, usually from 102 µM), without a hit: at the highest dose activity, negative = inhibition, actives largely listed as inhibitors; actives 8.8% (n = 350,000); further: potency means the concentration at half of the fitted maximal effect; on the % scale 0 is the no-effect control and ±100 the full control effect; nearly all actives have a fitted effect of over 75% in size
Target sequence (Q96KQ7 913-1193 limits assumed): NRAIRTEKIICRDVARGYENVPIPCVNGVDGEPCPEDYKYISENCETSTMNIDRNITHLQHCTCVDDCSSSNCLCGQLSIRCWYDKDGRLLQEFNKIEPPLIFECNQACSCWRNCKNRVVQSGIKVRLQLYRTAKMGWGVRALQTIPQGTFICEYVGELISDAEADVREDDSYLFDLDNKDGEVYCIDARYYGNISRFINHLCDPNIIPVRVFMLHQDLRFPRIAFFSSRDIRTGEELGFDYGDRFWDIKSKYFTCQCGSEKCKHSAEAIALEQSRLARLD
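Quantitative HTS format: methyltransferase activity on a biotin-tagged H3K9 peptide is measured by AlphaScreen, using a rabbit anti-monomethyl-H3K9 antibody with streptavidin donor and anti-IgG acceptor beads. Final levels are 20 nM enzyme, 500 nM peptide, 20 uM SAM; 2 h RT.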
JMJD2A Tudor inh – inhibitors of human JMJD2A Tudor domain; O75164; AlphaScreen JMJD2A-Tudor / H3K4me3 peptide binding; Potency, µM (highest dose often 114 µM), without a hit: at the highest dose activity change, negative = inhibition, actives largely listed as inhibitors; actives 4.4% (n = 390,000); further: potency means the concentration at half of the fitted maximal effect; on the % scale 0 is the no-effect control and ±100 the full control effect; nearly all actives have a fitted effect of over 50% in size
PI4K2A inh – inhibitors of human PI4K2A; Q9BTU6; purified PI4K2A, ADP-Glo luminescence, 1 h; active compounds read low; actives 0.13% (n = 420,000); AID 1346378; activity change, negative = inhibition, % at 76.9 µM; in the data active means activity change below about -50%; inconclusive means mostly about -30% to -49%;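 further: -100% = wells without enzyme as full effect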
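ADP-Glo luminescence measured ADP generated by PI4K2A enzyme (4 ug/mL before mixing) with 1.2 mM PI substrate (pre-mix) and 300 microM ATP (pre-mix). Tris pH7.5 buffer with MgCl2, Triton X-100; 1 h reaction at ambient temperature.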
HP1b chromo inh – HP1-beta chromodomain-methylated histone interaction inhibition; actives 0.56% (n = 390,000); Potency, µM (titrated, usually from 114 µM), for the others: top-dose activity change, negative = inhibition, actives largely listed as inhibitors; AlphaScreen HP1-beta / biotin-H3K9me3 peptide binding; further: potency means the concentration at half of the fitted maximal effect; nearly all actives have a fitted effect of over 70% in size; inactives centre near 23
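HP1-beta protein (50 nM final) preincubated 30 min at room temperature with biotinylated H3(1-18)K9me3 peptide (50 nM) in PBS pH 7.4, 0.01% Tween-20, then compound added for 30 min. AlphaScreen streptavidin donor/nickel chelate acceptor beads (10 ug/mL final), 30 min dark, luminescence read.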
* = called active by the depositor; ? = inconclusive; · = no result given; & = joins results of further samples; [ ] = dose if it differs, or a comment. Unless noted, the call rests on the fitted dose curve; in most records, active means well fitted curve in the direction sought with a large enough effect; inconclusive means small, poorly fitted or top-dose-only effect, or another doubt; inactive means no such curve, though single readings can be large; an effect the other way counts as inactive or inconclusive. A portion of the library. The share of hits here may be higher or lower than overall.

smiles | PI4K2A inh | G9a inh | ERG-DNA inh | RGS4 inh | BAZ2B inh | ALOX12 inh | HP1b chromo inh | GLS inh | JMJD2A Tudor inh
CC(OC(=O)C1CCCC1)C(=O)Nc1ccc(S(N)(=O)=O)cc1 (stereo not drawn) | 6 | -5% | · | -39% | -6% | 0% | 27% | -5% | 2%
CCOc1ccc(C(=O)OCC(=O)N2CC(C)OC(C)C2)cc1OCC (stereo not drawn) | -4 | 12% | -19% | -14% | -2% | -8% | 19% | -17% | -3%
O=C(COC(=O)Cn1[nH]c(=O)c2ccccc2c1=O)Nc1c(Cl)cccc1C(F)(F)F | 3 | 2%[0.501 µM] | -11% | -4% | 9% | -28% | 50%[activator] | 9% | 6%
Cc1ccc(-c2cn3c(n2)CCCC3)cc1 | -5 | ? | 4% | -23% | ? | 19% | 8% | 11% | ?
COc1ccccc1/C=C/C=N/NC(=O)c1ccccn1 | 2 | 8% | -5% | -4% | ? | 86%[activator] | 36% | 7% | -16%
CC1=C(C(N)=O)C(c2sccc2C)n2nnnc2N1 (stereo not drawn) | 6 | -6% | 0% | -4% | -25% | 5% | 17% | 18% | -9%
CN=C(Nc1cc(C)nn1-c1ccccc1)c1ccc(F)cc1 | 4 | 2%[59 µM] | · | 17% | 11% | -12% | 28% | 19% | -3%
CCN(CC)CCN1C(=O)c2ccccc2NC1c1ccc(F)cc1 (stereo not drawn) | -2 | · | 1% | 6% | 4% | ? | 39% | 14% | -22%
COc1cc(OC)c(/C=N/n2c(C3CCCCC3)n[nH]c2=S)c(OC)c1 | 6 | 1.3µM* | -21% | -14% | -18% | ? | 0% | 1% | 4µM*
CC(=O)NCCn1ccc2ccccc21 | -1 | -5%[59 µM] | -1% | 23% | 10% | 0% | 12% | 10% | -6%
O=C(/C=C/c1ccc(Cl)cc1)Nc1ccc(S(=O)(=O)Nc2ncccn2)cc1 | -2 | 0% | 6% | 7% | -16% | -9% | 28% | -4% | -12%
Oc1ccc(C2=NNC(c3ccc(O)cc3)=NN2)cc1 | -2 | 9% | 11% | 23% | 2% | 32%[activator] | 6% | 7% | -9%
CCC(CC)C(=O)N1CCc2cc(OC)c(OC)cc2C1COc1ccc(F)cc1 (stereo not drawn) | 2 | 10%[59 µM] | 0% | -9% | -21% | 2% | 10% | 5% | -22%
COC(=O)c1c(N)sc(C(=O)NCCc2ccccc2)c1C | -4 | ? | 15% | -24%[56.9 µM] | -35% | -21% | 14% | -4% | -10%
O=S(=O)(c1ccccc1)c1ccc(NCc2ccco2)cc1 | 0 | -13%[59 µM] | 9% | -24% | -7% | -13% | 13% | 8% | ?
Cc1ccccc1NC(=O)CCc1c(C)nc2c(c1C)c(=O)n(C)c(=O)n2C | 2 | 0%[59 µM] | -6% | -1% | -12% | -21% | 32% | -6% | -5%
C=CCn1c(COc2ccc(F)cc2)nnc1SCC(=O)N1CC(=O)Nc2ccccc21 | -3 | -37% | 12% | -26% | 4% | 0% | 21% | 0% | -14%
COc1ccc(OC)c(NC(=O)CCN2CCCCCC2)c1 | -2 | ? | -2% | -30% | -23% | 0% | 32% | 40%[activator] | -10%
Cc1ccccc1-n1nnnc1SC(C)C(=O)NC1CCCc2ccccc21 (stereo not drawn) | 2 | -8% | 5% | 14% | 2% | -11% | 33% | 3% | 3%
CC(C)Cc1nn2c(=O)cc(COC(=O)c3cccc(NC(=O)CCc4ccccc4)c3)nc2s1 | 8 | -12%[12.7 µM] | -1% | 0% | -12% | -16% | 41%[activator] | 10% | -6%
COc1ccc2nc(Cl)c(C3CC(c4ccco4)=NN3C(=O)CCC(=O)O)cc2c1 (stereo not drawn) | -4 | ? | -6% | -10% | -8% | -5% | 16% | 8% | 0%
COC(=O)c1sccc1NC(=O)c1ccccc1Br | 0 | · | ? | 19% | · | 165%[activator] | 94%[activator] | -15% | 37%[activator]
CC(=O)CC(=O)Nc1nc(C)cc(C)n1 | 2 | -2% | 4% | 4% | -10% | -2% | 38% | 12% | -6%[11.4 µM]
CCn1c(C)nc2cc(C#N)ccc21 | -1 | -5% | -3% | -17% | 1% | -9% | 30% | -6% | -6%
CCOc1ccc2nc(S(N)(=O)=O)sc2c1 | -4&-2 | 0%[59 µM] | -8% | 0% | 6% | -2% | 63%[activator] | 0%&3% | -8%
CCOc1ccc(C2C(C#N)=C(N)Oc3n[nH]c(C)c32)cc1OC(=O)C1CC1 (stereo not drawn) | 4 | ? | 0% | ? | 5% | 0% | 33%[activator] | -1% | -13%
Cc1cc(C2C(=O)C(C(=O)c3ccc(Cl)cc3)C(=O)CC2(C)C)on1 (stereo not drawn) | -7 | ? | -8% | -24% | ? | ? | 31% | 9% | -20%
COc1ccc(NC(=O)c2c3c(nc4ccccc24)CCC3)cc1 | 0 | 77%[activator][59 µM] | 5% | 40% | 0% | 8% | 9% | 6% | 0%
CCOC(=O)c1cccc(C(=O)Nc2nc3ccc(OC)cc3s2)n1 | 6 | 39%[activator] | 11% | -34% | 0% | 1% | 14% | -18% | -25%
NC(=S)N/N=C/c1ccccc1OC(=O)c1cc2ccccc2oc1=O | 8 | 51% | -9% | -14% | ? | -15% | 37% | 22% | -23%
O=C(NNC(=O)c1ccc([N+](=O)[O-])cc1)c1ccc(F)cc1 | 3 | · | -8% | -10% | · | 190%[activator] | 32% | 14% | -7%
O=C(O)c1ccc(CSc2nnc(SCc3ccccc3)s2)cc1 | -2 | 21%[59 µM] | -2% | -19% | 1% | 0% | 25% | 13% | -15%
CCCCCCCCCCCCN1[C@@H](CC(=O)OC)c2cc(F)ccc2S1(=O)=O | 0 | · | 9% | 5% | · | -1% | 135%[activator] | -4% | 68%[activator]
CCc1ccc(CNC(=O)CCSCc2ccccc2F)cc1 | -9 | 20%[59 µM] | 9% | 2% | 37% | ? | 13% | 1% | 6%
COc1ccc(C(=O)OCC(=O)NC(=O)NC2CCCC2)c(O)c1 | 0 | 8% | 9% | 8% | · | -1% | 4% | 21% | -10%
Cc1ccc(C(C(=O)Nc2ccc(C(C)C)cc2)N(C)C(=O)c2ccc(=O)[nH]c2)cc1 (stereo not drawn) | 0 | -34% | 5% | 7% | -3% | -46% | 19% | 0% | -19%
Nc1nonc1-n1nnc(C(=O)N/N=C/c2ccccc2Cl)c1-c1ccccc1 | -2 | -4% | 1% | -1% | -12% | -3% | 7% | -5% | -4%
Cc1cc(C)n2nc(CNS(=O)(=O)c3ccc(F)cc3)nc2n1 | 0&0 | -7% | -1%&3% | -2%&-23% | -2%&-1% | -3%&-9% | 24%&56% | -1%&-2% | -1%&-11%
O=C(Cn1cc(S(=O)(=O)Cc2ccccc2Cl)c2ccccc21)NCCc1ccccc1 | 2 | -9%[59 µM] | -3% | 1% | -8% | ? | -19% | -12% | -21%
Cc1cccc2cc(CN(C(=O)c3cnccn3)C3CCCCC3)c(Cl)nc12 | -5 | 9%[59 µM] | · | 16% | 6% | 4%[57.4 µM] | 11% | 4% | -20%
CN(C(=O)c1ccco1)c1nc(-c2ccc(F)cc2)cs1 | 1 | -25% | 7% | 18% | 4% | 0% | 10% | 0% | -14%
O=C1CCCN1CC(O)CS(=O)(=O)Cc1ccccc1Cl (stereo not drawn) | 2 | -2% | 2% | 1%[56.9 µM] | 2% | 7% | 71%[activator] | 8% | -15%
Nc1cccc(CN2CCCC2)c1 | 0 | · | 10% | -7%[56.9 µM] | -11% | 0% | 43%[activator] | 3% | -24%
COc1ccc(OCC(=O)Nn2c(-c3ccc(C)cc3)nc3ccccc3c2=O)cc1 | 1 | -3%[59 µM] | 6% | -10% | -4% | -13% | 39% | 7% | 10%
CCn1c2ccccc2c2nnc(SCc3ccc(C(=O)OC)o3)nc21 | -1 | ? | · | -28% | -26% | -16% | 26% | 8% | -22%
COc1ccc(N2CCN(c3cc(C)nc4nncn34)CC2)cc1 | -2 | ? | 9% | 27% | -3% | -15% | 19% | 55%[activator] | -23%
Cn1c(NC(=O)c2cccs2)cc(=O)n(C)c1=O | 5 | ? | -2% | -12% | -2% | -3% | 41%[activator] | -11% | -14%
Nc1ccc(Cc2ccc(N)c(C(=O)O)c2)cc1C(=O)O | -1 | ? | -12% | -4% | -6% | -28% | 29% | 29% | -5%
COc1ccc(NC(=O)CSc2nnc(C3CCCCC3)n2N)cc1OC | 5 | -11% | -10% | 15%[56.9 µM] | -39% | -13% | 59%[activator] | -22% | -15%
Cc1ccc(C2NC(=O)c3c(sc(C)c3C)N2)c(O)c1 (stereo not drawn) | -21 | 32µM* | · | ? | 6% | 40µM* | 19% | 24% | -17%
COc1ccc(C(=O)Cn2c(Br)nc3c2c(=O)n(C)c(=O)n3C)cc1 | -5 | -1%[59 µM] | -8% | 28% | -30% | -6% | 3% | 0% | -13%
Cc1cccn2c(=O)c(/C=C(\C#N)C(=O)NC3CCS(=O)(=O)C3)c(N3CCC(C)CC3)nc12 (stereo not drawn) | 4 | -1%[59 µM] | -9% | -8% | -33% | -28% | 13% | -9% | -29%
Cc1ccc(N2CCN(S(=O)(=O)c3ccc(F)c(C)c3)CC2)c(C)c1 | -4 | 12%[12.7 µM] | -1% | 12% | 0% | 0% | 65%[activator] | 2% | 20%
CS(=O)(=O)N1CCCC(C(=O)Nc2ccc(F)c(F)c2)C1 (stereo not drawn) | -1 | 1%[2.33 µM] | 11% | -24% | -10% | 246%[activator] | 53%[activator] | 1% | 4%

Compound activity from PubChem BioAssay.
